dFosB activator = activators of delta FosB homodimer, primary screen, biochemical, fluorescence polarization, TAMRA-CDK5 oligo, single point | activation, % at 25 µM | 340,000 compounds, 0.99% hits | AID 493131, 2011 | purified delta FosB; percent of positive-control signal above neutral wells | Protein FosB (Mus musculus), P13346;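 active = mean activation above about 17%, with every replicate also reaching it, limit read from the data, passing the limit was not always enough; inconclusive = only one of the two conditions met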;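 also: fluorescence polarization rise as delta FosB binds a TAMRA Cdk5 AP-1 oligo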
Rtt109 Vps75 = inhibitors of C. albicans Rtt109/Vps75 HAT, primary screen, biochemical, ThioGlo CoA-SH fluorescence, plate reader. inhibition, % at 34.9 µM. 330,000 compounds, 0.16% hits. purified Rtt109/Vps75, 4 h;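 active = inhibition of at least 50% in every replicate; inconclusive = best replicate reaches 50% inhibition but some replicates fall short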
RTF Ca sens act = cardiac RTF calcium sensitivity activators, primary screen, biochemical, IANBD-TnC fluorescence, EC20 calcium. IANBD-labeled TnC RTF fluorescence at EC20 calcium; 0% EC20 calcium, 100% full calcium. activation, % at 7.2 µM. 340,000 compounds, 0.24% hits. AID 493008, 2010;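 active = activation above the mean over all tested compounds plus 3 SD, cut at about 30% in these data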;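 also: rise in fluorescence read as greater calcium sensitivity of cardiac thin filaments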
PvdQ acylase = P. aeruginosa PvdQ acylase inhibitors, primary screen, biochemical, fluorescence, plate reader and imaging, single point | PvdQ acylase [Pseudomonas aeruginosa LESB58] | purified PvdQ acylase | inhibition, % at 10 µM | 340,000 compounds, 0.063% hits | AID 488965, 2010; in the data active = inhibition above about 30%, passing the limit was not always enough; inconclusive = no clear call, values can overlap the other calls;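 also: 0% = vehicle neutral wells and 100% = reference inhibitor wells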
SR-BI uptake up = activators of SR-BI mediated DiI-HDL uptake, primary screen, ldlA[mSR-BI] CHO cells, DiI fluorescence; 3 h; 100 = double the neutral-control signal; activation, % at 12.5 µM; 320,000 compounds, 0.096% hits; AID 504775, 2011;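 active = mean replicate activation of at least 60% and every replicate at or above 60%; inconclusive = mean or all-replicate condition met, but not both; inactive = mean below 60% and not all replicates reaching 60%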;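 also: 0% = median plate neutral-control signal and 100% = twice that signal; values of inactives mirror those of a sister screen read the other way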
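Test system: SR-BI-overexpressing, LDLR-lacking CHO cells; Also added: labelled HDL, 10 µg/mL; Measured by: bottom-read cell fluorescence after medium removal, ex 550/em 595 nm; Timing: 3 h uptake period with compound, 37 °C; Buffer or medium: F12, 0.5% BSA, 25 mM HEPES; Doses: single compound concentration, delivered by pin transfer.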
MITF TRPM1 HTS = activators of MITF-driven TRPM1 promoter reporter, primary screen, cell-based, SK-MEL-5, luciferase, single point. SK-MEL-5 TRPM1-promoter luciferase, 24 h; % of positive control, neutral wells = 0. activation, % at 12.5 µM. 300,000 compounds, 0.75% hits;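 active = mean activation of at least 80% with every replicate also reaching 80%; inconclusive = mean reaches 80% but some replicate falls short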;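 also: 0% = neutral control wells and 100% = parthenolide positive control wells; values of inactives mirror those of a sister screen read the other way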
HTR5A ag = HTR5A agonists in luminescence cell assay, primary screen, counter-screen for OPRM1-OPRD1 heterodimer agonist project, full-deck HTS. 5-hydroxytryptamine receptor 5A (Homo sapiens), P47898. activation, % at 9.3 µM. 340,000 compounds, 0.61% hits. cell-based; in the data active = activation mostly above about 9.5%, no sharp cut-off; inactive = mostly below about 7.6%;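 also: 0% = cells with vehicle only and 100% = reference agonist; strong numbers were not always called active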
CDK5 inh = inhibitors of human CDK5/p35 kinase, primary screen, biochemical, single concentration. Cyclin-dependent kinase 5 (Homo sapiens) + Cyclin-dependent kinase 5 activator 1 (Homo …. Recombinant CDK5/p35, ADP-Glo luminescence, 60 min. inhibition, % at 10 µM. 330,000 compounds, 0.01% hits. AID 488839, 2010;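 active = highest replicate inhibition of at least 50% and at least 75% of replicates reaching 50%; inconclusive = only one of the two criteria met; inactive = both criteria failed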;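 also: plate controls were DMSO neutral control for no effect and GW8510 at 10 µM for full effect; many of its hits are not listed in these tables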
Target sequence (Q00535 whole entry, looked up): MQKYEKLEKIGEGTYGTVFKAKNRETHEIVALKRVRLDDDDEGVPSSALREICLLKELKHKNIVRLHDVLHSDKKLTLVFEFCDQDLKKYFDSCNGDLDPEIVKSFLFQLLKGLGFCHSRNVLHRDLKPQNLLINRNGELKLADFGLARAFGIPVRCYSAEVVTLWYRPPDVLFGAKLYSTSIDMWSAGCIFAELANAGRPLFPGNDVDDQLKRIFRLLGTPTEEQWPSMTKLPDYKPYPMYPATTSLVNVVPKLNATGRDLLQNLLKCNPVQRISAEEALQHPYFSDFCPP
Target sequence (Q15078 whole entry, looked up): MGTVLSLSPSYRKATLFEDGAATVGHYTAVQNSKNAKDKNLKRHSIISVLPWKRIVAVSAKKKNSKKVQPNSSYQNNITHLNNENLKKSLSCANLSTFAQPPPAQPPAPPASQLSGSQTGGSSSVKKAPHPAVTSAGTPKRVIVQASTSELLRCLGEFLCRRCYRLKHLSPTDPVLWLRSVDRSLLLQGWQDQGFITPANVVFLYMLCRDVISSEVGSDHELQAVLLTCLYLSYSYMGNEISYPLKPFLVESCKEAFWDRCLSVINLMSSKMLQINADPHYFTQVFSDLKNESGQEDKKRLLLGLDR
SR-BI DiI inh = inhibitors of SR-BI mediated HDL lipid uptake, primary screen, ldlA[mSR-BI] cells, fluorescence, single point. inhibition, % at 12.5 µM. 320,000 compounds, 0.96% hits. ldlA[mSR-BI] CHO cells, DiI-HDL uptake fluorescence, 3 h. AID 488896, 2010. Scavenger receptor class B member 1 (Mus musculus), Q61009;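 active = mean replicate inhibition of at least 70% and a set share of replicates each scoring 70 or more; inconclusive = meets just one of the two criteria; inactive = fails both criteria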;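 also: 0% = median of neutral control wells and 100% = median of positive control wells; values of inactives mirror those of a sister screen read the other way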
Target sequence (Q61009 whole entry, looked up): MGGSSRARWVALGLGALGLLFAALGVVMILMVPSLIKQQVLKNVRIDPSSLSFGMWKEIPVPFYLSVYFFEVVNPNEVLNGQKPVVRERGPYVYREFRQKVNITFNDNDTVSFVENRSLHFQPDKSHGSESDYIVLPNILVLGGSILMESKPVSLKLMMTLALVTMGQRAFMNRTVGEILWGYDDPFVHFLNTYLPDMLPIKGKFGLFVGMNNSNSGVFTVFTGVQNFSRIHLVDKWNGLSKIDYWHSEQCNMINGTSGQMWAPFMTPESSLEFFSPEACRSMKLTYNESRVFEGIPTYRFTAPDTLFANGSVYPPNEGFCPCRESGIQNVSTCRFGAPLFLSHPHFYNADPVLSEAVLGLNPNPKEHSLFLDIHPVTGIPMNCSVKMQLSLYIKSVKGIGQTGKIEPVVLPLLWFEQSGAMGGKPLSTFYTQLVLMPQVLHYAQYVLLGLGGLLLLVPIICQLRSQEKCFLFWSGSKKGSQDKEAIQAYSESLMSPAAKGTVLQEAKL
Wnt act = Wnt/beta-catenin pathway activators, primary screen, cell-based, plate reader, single point; activation, % at 9.35 µM; 300,000 compounds, 1.2% hits; Wnt/beta-catenin reporter cell assay, activator; in the data active = activation above about 30%, passing the limit was not always enough; inconclusive = no clear call, values can overlap the other calls;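 also: 0% = neutral control wells and 100% = positive control wells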
* marks the source's active call; other numbers are inactive results; ? = inconclusive; . = no result given.

SMILES	dFosB activator	Rtt109 Vps75	RTF Ca sens act	PvdQ acylase	SR-BI uptake up	MITF TRPM1 HTS	HTR5A ag	CDK5 inh	SR-BI DiI inh	Wnt act
O=C(COc1ccccc1Cl)Nc1ccc2c(c1)OCO2	3.6	8.3	-4.6	5.1	.	121.1*	6.1	-0.4	.	1.5
c1ccc2[nH]c(CSc3nnc(-c4ccncc4)o3)nc2c1	2.5	-16.3	-4.8	-7.9	23.1	-16.5	3.5	-1.3	-23.1	-5.4
O=C1Nc2ccccc2C1c1ncc(C(F)(F)F)cc1Cl (stereo not drawn)	1.4	-3.8	-3.0	-8.2	6.0	-26.7	-2.5	0.3	-6.0	5.0
COC(=O)c1ccc(NC(=O)CCn2c(=O)oc3ccccc32)cc1	-5.1	1.3	-1.2	-14.5	24.8	-3.6	4.8	-0.9	-24.8	.
CC(NC(=O)C12CC3CC(CC(C3)C1)C2)C(=O)NCCN(C)C (stereo not drawn)	-1.1	4.3	-0.5	-8.2	47.0	3.6	-1.2	-4.2	-47.0	.
CCn1cc(/C=N\NC(=O)COc2cccc(C)c2C)c(C)n1	-8.7	-0.9	-1.1	-7.0	-11.4	6.5	-0.9	-0.2	11.4	-1.5
C=CCNc1nc(-c2c(C)nc3sccn23)cs1	-4.0	2.2	1.6	-13.3	-34.9	.	-0.2	-0.8	34.9	-9.2
Cc1ccc(C23CC4CC(CC(NC(=O)NC(C)(C)CO)(C4)C2)C3)cc1	-27.1	-4.9	-0.2	-7.3	13.0	1.4	6.2	-0.5	-13.0	-8.6
Cn1cccc1C(=O)NC(=O)CSc1cccc[n+]1[O-]	2.8	12.5	2.5	-11.0	13.6	6.2	1.8	-3.4	-13.6	-0.8
CS(=O)(=O)N1N=C(c2ccccc2)CC1c1ccc2nccnc2c1 (stereo not drawn)	-10.2	2.8	2.4	-11.6	11.6	15.2	-0.5	0.0	-11.6	3.7
COCCN(Cc1cn(C)nc1-c1ccccc1F)C(C)C	3.1	1.5	9.7	-1.5	3.6	-0.1	1.3	-7.5	-3.6	-0.3
COc1ccc(-c2coc3c(CN4CCOCC4)c(O)ccc3c2=O)cc1	-4.8	2.7	0.5	-3.5	4.9	16.4	10.9	-0.8	11.1	4.2
CCCn1nc(C(=O)OCC(=O)Nc2ncc(Cl)c(C)c2Cl)c2ccccc2c1=O	-7.5	.	-1.9	6.0	9.6	-8.2	0.8	0.1	-9.6	.
O=C(CSc1ccccn1)N1CCCC(Nc2ccc(F)c(F)c2)C1 (stereo not drawn)	-5.4	-1.4	-0.3	-2.1	.	0.3	-4.9	3.9	.	-2.9
c1coc(-c2nc3ccccc3s2)c1	2.3	-2.2	-0.9	-3.2	14.0	41.8	1.6	-1.8	-14.0	2.6
CC(=O)Nc1cccc(C(=O)OCC(=O)NNC(=O)c2cccs2)c1	-7.7	1.6	-0.3	11.4	10.6	-7.7	3.9	0.5	-10.6	-1.3
CCOc1ccc(NC(=O)C(C)C(Cc2ccc(C)cc2)C(=O)O)cc1 (stereo not drawn)	-0.7	0.8	2.9	-4.5	1.6	-1.6	-1.4	0.5	-1.6	1.3
COc1ccc(/C=N/Nc2nc(NCc3ccco3)nc(Nc3ccc(OC)cc3)n2)cc1	-2.1	-2.1	10.6	-10.6	-13.1	-3.7	0.4	-2.8	13.1	-1.8
Cc1ccc(NC(=O)Cc2ccccc2F)cc1S(=O)(=O)N1CCCCCC1	-1.3	1.1	-4.8	-6.5	-31.7	-30.2	1.4	0.3	31.7	-4.1
COc1ccc(C(=O)NCc2csc(-c3cccs3)n2)cc1	-2.7	-1.1	5.1	0.8	-3.0	0.0	7.2	-0.5	3.0	-3.5
NS(=O)(=O)c1cccc(C(=O)NC2CCSc3ccccc32)c1 (stereo not drawn)	-7.6	9.7	-1.3	-6.3	.	-1.4	0.9	0.6	.	0.1
O=C(Nc1ccccc1)N(CCCN1CCOCC1)Cc1ccccc1F	0.3	1.9	-1.3	-18.5	-4.8	-1.9	-8.2	1.1	4.8	.
COc1cccc(CN2CCC(CO)(CC3CCCCO3)CC2)c1 (stereo not drawn)	-0.2	-7.6	-2.4	-3.7	8.1	1.7	-3.5	0.7	-8.1	-5.6
O=C(COC(=O)c1ccncc1)Nc1cccc2ccccc12	-6.9	-2.0	4.8	-16.1	-1.5	-0.6	1.6	-0.7	1.5	-5.3
Cc1ccc2nc(SCc3ccc([N+](=O)[O-])cc3)nc(C)c2c1	-2.5	-3.3	-1.2	-5.1	-24.2	9.6	-0.3	-0.8	24.2	.
Continued.
SMILES	dFosB activator	Rtt109 Vps75	RTF Ca sens act	PvdQ acylase	SR-BI uptake up	MITF TRPM1 HTS	HTR5A ag	CDK5 inh	SR-BI DiI inh	Wnt act
CCCCc1ccc(-c2ccc(Br)cc2)nc1	1.4	-9.5	-5.6	-5.7	2.3	42.8	3.6	-2.4	-2.3	23.6
COc1ccc(C(CC(=O)O)NC(=O)C2CCCCC2)cc1 (stereo not drawn)	-8.9	5.1	0.6	-13.6	10.6	.	0.7	-1.7	-10.6	.
COc1cccc(SCc2noc(C(=O)NCC3CC3)c2C(=O)NCC2CC2)c1	-6.0	-2.0	-0.6	-15.5	9.5	9.6	0.4	0.5	-9.5	-6.0
COC(=O)c1ccc(CN2[C@H](C(=O)OC)C[C@@]3(O)[C@H](O)[C@H](O)[C@H](O)C[C@@H]23)cc1	2.0	-13.0	-4.5	-13.6	-4.2	-2.1	-5.6	1.3	4.2	0.3
O=C1N/C(=C/c2ccc(Br)cc2)C(O)=C1C=NCc1ccccc1	-1.1	0.5	-3.9	9.3	7.4	-18.4	-0.4	-0.8	-7.4	-4.0
COc1ccc(CN(CCC#N)C(=S)NC(=O)c2ccccc2)cc1	-3.7	6.9	-1.0	-3.5	6.7	-0.7	-1.1	0.9	-6.7	.
COC(=O)c1ccc(CN2C(=O)C3CCCCC3C2=O)o1 (stereo not drawn)	5.2	-9.6	1.2	-6.8	1.6	.	7.4	-4.1	-1.6	-0.6
CCOC(=O)C1(C)NC(c2cccs2)C2C(=O)N(c3ccc(C)cc3)C(=O)C21 (stereo not drawn)	-1.3	1.9	-3.8	1.5	-5.0	0.1	1.0	-4.0	5.0	-1.2
CN(C)/C=C/C(=O)c1ccn(S(=O)(=O)c2ccccc2)c1	-12.1	-4.5	1.2	-5.7	6.0	-0.5	0.8	1.7	-6.0	-0.4
Nc1ncnc2c1ncn2[C@@H]1O[C@H](CNCc2ccc(-c3cc(C(F)(F)F)ccc3Cl)o2)[C@@H](O)[C@H]1O	-3.5	-1.7	-3.1	-3.7	1.7	8.7	-0.7	0.4	-1.7	-0.7
COc1ccc(CNC(=O)c2ccc(N(C)S(=O)(=O)c3ccc(C)cc3)cc2)cc1	-13.1	18.5	-3.7	-0.3	-11.7	0.8	-0.3	0.7	11.7	-1.8
Cc1cc(C)c2c(N)c(C(=O)c3ccc(Cl)cc3)sc2n1	5.0	-3.5	-4.9	19.8	-15.7	43.0	6.1	3.0	15.7	9.7
COc1cc(CNn2c(C)n[nH]c2=S)cc(Br)c1OCc1ccc(F)cc1	-2.5	-5.1	5.3	-7.7	-15.7	-8.1	-7.8	2.4	15.7	-0.7
O=C(N/N=C1\CCc2ccccc21)c1ccccc1Cl	-9.4	1.6	-5.9	-10.1	10.6	62.0	-6.1	0.3	-10.6	?
COc1ccccc1Nc1ncnc2c1cnn2-c1cccc(C)c1	-6.0	-1.3	0.2	-9.0	.	.	0.6	-0.1	.	35.4*
COc1cc(SC)ccc1C(=O)N1CCN(c2ccccc2)CC1	-1.5	21.0	.	3.6	13.1	3.9	.	0.2	-13.1	-0.9
O=C(CNC(=O)c1ccc(Br)cc1)NCC(=O)OCc1ccc(Cl)cc1	-1.1	-4.7	0.3	-2.9	6.0	-15.1	1.8	-0.9	-6.0	-2.2
COc1cc2nc(C3CCC3)nc(N3CCN(c4ccccc4OC)CC3)c2cc1OC	-15.9	2.7	-2.7	-2.2	-19.9	-8.7	3.5	-2.6	19.9	-2.1
O=C(COC(=O)/C=C/c1cccc(F)c1)Nc1ccccc1	-2.6	-0.4	11.1	-18.3	22.5	11.0	2.6	0.0	-22.5	-1.6
CN(C)S(=O)(=O)n1cnc([C@H]2c3c(ncn3Cc3ccccc3)C[C@H]3COC(=O)[C@@H]32)c1	-2.9	2.4	-0.1	-4.6	16.6	-7.8	1.8	1.7	-16.6	-0.3
Cc1ccc(N(O)C(=O)NCCCCNC(=O)N(O)c2ccc(C)cc2)cc1	-6.2	0.9	-6.1	-20.2	.	?	-3.6	0.1	.	13.0
COc1ccc(Br)cc1C(=O)Nc1cc(C)cc(C)c1	-7.7	-10.8	-3.3	-6.7	-53.9	-1.6	-0.7	-0.2	53.9	-4.2
Cc1ccc(C)c(N2CCN(c3ccc(N4C(=O)COCC4=O)cc3[N+](=O)[O-])CC2)c1	6.2	4.5	-3.0	1.0	-17.1	-9.6	2.1	-0.5	17.1	.
N=C(N)c1ccc(N=Nc2c(O)ccc3c2[nH]c2ccccc23)cc1	-252.9	2.2	-23.6	-3.4	-54.8	-28.9	5.4	32.7	54.8	-4.4
COc1cccc(C2C([N+](=O)[O-])=C(N)Oc3cc(C)oc(=O)c32)c1 (stereo not drawn)	3.6	-4.7	5.5	-9.6	8.6	.	-5.5	-5.6	-8.6	-0.7
COC(=O)Cc1ccc(NC(=S)NCC(C)C)cc1	-14.0	-8.7	2.2	-8.7	8.7	15.9	0.1	-1.5	-8.7	-1.7
COc1ccc(C(=O)NCCC(=O)N2CCC3(CC2)NCCc2[nH]cnc23)cc1	-1.6	8.4	-3.4	-3.7	2.9	8.4	3.2	1.5	-2.9	-0.9
CCOC(=O)C1=C(C)N(C)C(=O)NC1c1cccc2ccccc12 (stereo not drawn)	-6.6	1.8	-2.2	-9.1	28.0	3.9	-2.8	0.0	-28.0	-1.6
CCC(Cc1ccccc1)NC(=O)C1CC1 (stereo not drawn)	5.5	4.6	-4.0	-3.9	6.2	10.9	5.4	-0.2	-6.2	-0.3

Some of these compounds in order of the Rtt109 Vps75 value, high to low.
molecule,Rtt109 Vps75
COc1ccc(CN(CCC#N)C(=S)NC(=O)c2ccccc2)cc1,6.9
COc1cccc(C2C([N+](=O)[O-])=C(N)Oc3cc(C)oc(=O)c32)c1 (stereo not drawn),-4.7
COC(=O)Cc1ccc(NC(=S)NCC(C)C)cc1,-8.7
